Screening results as filed in PubChem BioAssay.
TbREL1 primary: TbREL1 inhibition, primary screen. P86926. inhibition, % at 9.66 µM. actives 0.49% (n = 89,000). TbREL1 RNA ligation, FRET fluorescence;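 active = inhibition above the mean inhibition across all screened compounds plus 3 SD, cut at about 11% in these data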;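 also: 0% = plate median of test wells and 100% = NSC42067 control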
Target sequence (P86926 whole entry, looked up): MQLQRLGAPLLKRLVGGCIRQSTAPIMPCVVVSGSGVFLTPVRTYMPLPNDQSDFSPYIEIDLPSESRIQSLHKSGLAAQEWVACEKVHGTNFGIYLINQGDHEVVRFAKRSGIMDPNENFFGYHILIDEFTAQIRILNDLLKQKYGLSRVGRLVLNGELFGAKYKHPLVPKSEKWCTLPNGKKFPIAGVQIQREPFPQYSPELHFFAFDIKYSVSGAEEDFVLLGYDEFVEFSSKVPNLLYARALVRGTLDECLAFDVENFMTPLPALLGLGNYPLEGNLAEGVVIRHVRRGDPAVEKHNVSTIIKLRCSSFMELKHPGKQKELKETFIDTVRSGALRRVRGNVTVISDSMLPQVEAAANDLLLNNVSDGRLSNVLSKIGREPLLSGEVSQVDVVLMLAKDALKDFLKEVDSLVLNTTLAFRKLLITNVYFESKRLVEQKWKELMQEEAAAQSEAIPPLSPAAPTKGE
The depositor's hits bear a star. The list is partial, so the mix of outcomes need not match the whole.

SMILES	TbREL1 primary
Cc1ccc(S(=O)(=O)NNC(=O)c2sccc2-n2cccc2)cc1	-1
O=C(NN=C1CCCC1)c1cc(-c2ccccc2)n[nH]1	0
Cc1ccc(S(=O)(=O)N2CCN(C)CC2)c(C)c1N(C)S(=O)(=O)c1ccc(Cl)cc1	-4
C#CCNC(=O)C1=C[C@@H](c2ccc(C(F)(F)F)cc2)C[C@@H](OCCCCO)O1	2
Cn1nnnc1SCc1ccc(F)cc1	1
C/C(N)=C(/C#N)C(=O)CSc1nc2ccccc2c(=O)n1-c1ccc(C)c(Cl)c1	1
CCOC(=O)C1C(c2cccc(Cl)c2Cl)NC(=O)NC1(O)C(F)(F)F (stereo unspecified)	-2
CC1(C)C(=O)OC(c2cccs2)C2(CCCCC2)C1=O (stereo unspecified)	0
CCOC(=O)c1ccc(-c2c(-c3ccccc3OC)sc3cc4c(cc23)OCO4)cc1F	-1
O=Cc1cn(CC(=O)Nc2ccc3c(c2)OCO3)c2ccccc12	1
CCOC(=O)[C@]12CCCC3=C1N(CCC3)C(=O)[C@@H](CC(=O)NCc1ccccc1)C2	0
O=C(NCCc1ccccc1)C1CCN(S(=O)(=O)N2CCOCC2)CC1	0
Cc1cc(=O)[nH]c(SCC(=O)Nc2ccc3c(c2)OCCO3)n1	3
N#Cc1ccc(S(=O)(=O)NC2CCCCNC2=O)cc1 (stereo unspecified)	-2
C[C@@H](NC(=O)c1nc[nH]c1C(=O)N1CCc2ccccc2C1)c1ccccc1	5
CC(C(=O)Nc1ccc(N(C)C)cc1)N1C(=O)c2ccccc2S1(=O)=O (stereo unspecified)	-9
Cc1nc2ccc(S(=O)(=O)NC(C(=O)Nc3nccs3)C(C)C)cc2s1 (stereo unspecified)	1
O=C(COC(=O)Cc1ccc(Cl)cc1)NCc1cccs1	3
O=C(COc1ccccc1)N1CCN=C1SCc1cccnc1	-2
CC(C)CSc1nc2c(=O)[nH][nH]c(=O)c2n1Cc1ccccc1	-1
COc1ccc(Cn2nc(C)cc2C)cc1OC	-2
CCOC(=O)C1CCN(C(=O)C2CCN(S(=O)(=O)c3cc(Cl)ccc3OCC)CC2)CC1	2
Cc1cc(C)c2c(n1)SCC(=O)N2CC(=O)Nc1c(C)cccc1C	-2
CC1CCN(C(=O)c2cc3c(=O)n4ccccc4nc3s2)CC1	5
C=C(C)[C@@H](O)COc1c2ccoc2cc2oc(=O)ccc12	1

An excerpt from above in order of their number in TbREL1 primary, descending.
SMILES	TbREL1 primary
C[C@@H](NC(=O)c1nc[nH]c1C(=O)N1CCc2ccccc2C1)c1ccccc1	5
CCOC(=O)C1CCN(C(=O)C2CCN(S(=O)(=O)c3cc(Cl)ccc3OCC)CC2)CC1	2
C/C(N)=C(/C#N)C(=O)CSc1nc2ccccc2c(=O)n1-c1ccc(C)c(Cl)c1	1
O=C(NN=C1CCCC1)c1cc(-c2ccccc2)n[nH]1	0
CCOC(=O)c1ccc(-c2c(-c3ccccc3OC)sc3cc4c(cc23)OCO4)cc1F	-1
Cc1cc(C)c2c(n1)SCC(=O)N2CC(=O)Nc1c(C)cccc1C	-2

Additional compounds:
SMILES	TbREL1 primary
COc1cccc(SCc2noc(C(=O)NC(C)C)c2C(=O)O)c1	2
Cc1ccc(NC(=S)NCCN2CCOCC2)cc1F	-6
CC1CCN(c2ccc3c(c2)S(=O)(=O)c2cccc(C(=O)NC4CCCCC4)c2C3=O)CC1	-2
C[C@@H]1COC(=O)[C@H](NC(=O)OCC2c3ccccc3-c3ccccc32)C/C=C\C[C@@H](CC(=O)N[C@H](CO)Cc2ccccc2)C(=O)N1	-1
Cc1cc(N(C)C)c(C#N)c(N2CCCCC2)n1	0
CSc1nnc2c(n1)OC(c1ccsc1)N(C(C)=O)c1ccccc1-2 (stereo unspecified)	1
Cc1ccccc1NC(=O)c1onc2c1CCCC2	0
O=C(CSc1ccc(-c2cccs2)nn1)NCCc1ccccc1	1
CCOc1ccccc1NC(=O)CSc1nc2nc(-c3cccs3)cc(C(F)(F)F)c2c(=O)[nH]1	2
COc1cc(OC)cc(C(=O)N[C@H](C(=O)OCC(=O)c2c[nH]c3ccccc23)C(C)C)c1	3
CC(C)(C)c1ccc(C(=O)NNc2ccc(F)cc2F)cc1	-1
CC(=O)n1cc([C@H]2C=C(C(=O)NCc3ccccc3)O[C@@H](OCCCCO)C2)c2ccccc21	-3
Cc1c(Br)c([N+](=O)[O-])nn1CC(=O)NCCc1ccc(Cl)cc1	0
NS(=O)(=O)c1cccc(NC(=O)Nc2ccccc2)c1	2
COc1ccc(NCc2nc3ccccc3n2CCOc2ccccc2)cc1	-2
O=C(O/N=C1/CCCc2occc21)c1ccccc1	0
Cc1cccc(C)c1OCC(=O)NCC1CCCO1 (stereo unspecified)	1
COc1ccc(-c2nc3cccc(C)n3c2NCc2ccco2)cc1OC	2
COc1cccc(OCC(=O)NNC(=O)c2cccs2)c1	1
COc1cc(/C=N\NC(=O)OC(C)(C)C)ccc1OC(=O)c1ccco1	0
CCN(CC)S(=O)(=O)c1ccc(N2CCOCC2)c(NC(=O)C(C)(C)C)c1	-3
Cc1ccc(-c2csc(NC(=O)C3=NN(C4CCS(=O)(=O)C4)C(=O)CC3)n2)cc1 (stereo unspecified)	-2
CC(=O)Nc1ccc2c(c1)nc1n2CCN(C(C)c2ccccc2)C1 (stereo unspecified)	4
CCOC(=O)CN1C(=O)N[C@@H](CCc2ccccc2)[C@H](C(=O)OC)[C@H]1C	0
COC(=O)Nc1nnc(-c2ccncc2)s1	8

Sorted by SMILES length (smallest number first): some entries from above
SMILES	TbREL1 primary
O=C(COc1ccccc1)N1CCN=C1SCc1cccnc1	-2
NS(=O)(=O)c1cccc(NC(=O)Nc2ccccc2)c1	2
C/C(N)=C(/C#N)C(=O)CSc1nc2ccccc2c(=O)n1-c1ccc(C)c(Cl)c1	1

Following part.
SMILES	TbREL1 primary
Cc1cccc(NC(=O)CSc2nnc(NC(=O)CN3CCOCC3)s2)c1	-3
C(#CC1CCCCC1)c1ccc2c(c1)COc1c3ccccc3nn1-2	7
O=C(Nc1ccc(Cl)c(S(=O)(=O)N2CCOCC2)c1)c1ccccc1-c1ccc(C(F)(F)F)cc1	4
O=C(N/N=C\c1ccc(Cl)cc1Cl)c1sccc1-n1cccc1	-1
CCOC(=O)N1CCN(C(C(=O)NC2CCCC2)c2cccc(OC)c2OC)CC1 (stereo unspecified)	-2
CCCCc1ccc2nc(NC(=O)c3ccco3)sc2c1	0
CCn1ccnc1CN(C)Cc1c(C(=O)N2CCCCCCC2)nc2ccc(Cl)cn12	0
Cc1nnc(NC(=O)CSc2n[nH]c(-c3ccccc3C)n2)s1	0
CCOC(=O)c1c(C)[nH]c(C(=O)O)c1C	-3
O=C(CSc1nnc(-c2ccco2)c(-c2ccco2)n1)Nc1ccccc1	24*
CCOc1ccc(-c2c(C(=O)N/N=C/c3ccc(O)cc3)nnn2-c2nonc2N)cc1	0
CC(C)C[C@H](NC(=O)c1[nH]cnc1C(=O)N[C@@H](Cc1ccccc1)C(=O)OCc1ccccc1)C(=O)OCc1ccccc1	0
CCOC(=O)CNC(=O)N1CCc2ccc(NC(=O)c3ccccc3Cl)cc2C1	-3
O=S(=O)(c1ccccc1)N1CCN(Cc2cc3c(cc2Br)OCCO3)CC1	1
O=C1CC2C(CC(OC(=O)c3ccc(-c4ccccc4)cc3)C2CO)O1 (stereo unspecified)	-1
Cc1ccc(S(=O)(=O)N(C)C)cc1NC(=O)CSc1nc2ccccc2[nH]1	1
Cc1ccc(N(Cc2ccccc2)C(=O)CSC(C)C(=O)Nc2cc(C)on2)cc1 (stereo unspecified)	-3
COc1ccccc1NC(=O)COc1ccc(C(=O)OCC(=O)N(C(C)C)C(C)C)cc1OC	-3
COC(=O)C(CCSC)NC(=O)c1cc2c(n(-c3ccccc3)c1=O)CCCC2=O (stereo unspecified)	-1
O=C(Nc1ccccc1)Nc1ccc(S(=O)(=O)N2CCCCC2)cc1	3
C/C(CC(=O)Nc1ccc(N(C)C)cc1)=N\NC(=O)c1ccccn1	-4
O=C(N/N=C/c1ccc(Cl)cc1)c1cc(-c2cccnc2)nc2ccccc12	-3
COC(=O)CN(c1cccc(C)c1)S(=O)(=O)c1ccccc1	-1
O=C(CCCC(=O)NN=Cc1cccc(O)c1)NN=Cc1cccc(O)c1	1
Cc1nnc(SCC(=O)N(CC(C)C)C2CCS(=O)(=O)C2)s1 (stereo unspecified)	-2

Filtered by structure, those above with a COOH group (two)
SMILES	TbREL1 primary
COc1cccc(SCc2noc(C(=O)NC(C)C)c2C(=O)O)c1	2
CCOC(=O)c1c(C)[nH]c(C(=O)O)c1C	-3

By substructure, those above containing bromine
SMILES	TbREL1 primary
Cc1c(Br)c([N+](=O)[O-])nn1CC(=O)NCCc1ccc(Cl)cc1	0
O=S(=O)(c1ccccc1)N1CCN(Cc2cc3c(cc2Br)OCCO3)CC1	1

Other entries follow.
SMILES	TbREL1 primary
N#Cc1cn(Cc2cccc(Cl)c2)c2ccccc12	4
C=CCn1c(SCC(=O)Nc2sccc2C(N)=O)nc2ccccc2c1=O	-3
CCCCNC(=O)Nc1ccccc1Br	-3
NC(N)=Nc1nc(-c2ccccc2)c2ccccc2n1	1
CCCS(=O)(=O)c1c(S(=O)(=O)CCC)c2c(C)cccn2c1C(=O)N/N=C/c1cc(O)cc(O)c1	-3
COc1ccccc1C(=O)COC(=O)c1c(-c2ccccc2)noc1C	3
Cn1c(SCC(=O)N/N=C/c2ccccn2)nnc1-c1ccccc1	1
COC(=O)c1c(NC(=O)C2CCCCC2)sc2c1CC(C)(C)NC2(C)C	6
Cc1ccc2nc(-c3ccc(F)cc3)c(Cc3cccc(Cl)c3)n2c1	1
Nc1nnc(SCC(=O)Nc2ccc3c(c2)OCCO3)s1	-1
COCCCNC(=O)C[C@H]1C[C@@]2(C(=O)OC)C(=C[C@H](C3CCCC3)O[C@@H]2C)N(Cc2cccc3ccccc23)C1=O	-2
Cc1cc(C)cc(NC(=O)N(C)Cc2ccccc2)c1	3
O=C1c2ccccc2C(=O)N1CCc1nc(-c2ccncc2)no1	3
CCc1noc(C)c1C(=O)Nc1ccc(F)c(F)c1	0
O=C1CCCc2ccccc2N1Cc1ccccc1Cl	2
COc1ccc2c(c1OC)C(=O)OC2Nc1ncc(Br)cc1Br (stereo unspecified)	3
CC1CN(C(=O)c2cc(S(=O)(=O)N3CCCC3)ccc2Cl)CC(C)O1 (stereo unspecified)	1
O=C(N[C@H]1C/C=C\C(c2ccc(F)cc2)N(Cc2ccccc2)C(=O)C1)OCC1c2ccccc2-c2ccccc21 (stereo partly specified)	-2
Cc1cccnc1NC(=O)c1ccc2c(c1)OCCO2	3
Cc1ccc2c(c1)c1c(n2CC(O)Cn2nc(C)c(Br)c2C)CCCC1 (stereo unspecified)	-2
CCOC(=O)C1=C(C)NC(=S)NC1c1ccc(OC(=O)c2ccco2)cc1 (stereo unspecified)	-5
O=c1c(C(c2ccc(Cl)cc2)c2c(O)nc3n(c2=O)CCCS3)c(O)nc2n1CCCS2	-1
COC(=O)c1ccc(C(=O)NC2CCCc3c2cnn3-c2cc(F)cc(F)c2)nc1 (stereo unspecified)	-3
O=C(COC(=O)[C@@H]1CC(O)CN1S(=O)(=O)c1ccc2c(c1)OCCO2)Nc1cc(F)ccc1F (stereo partly specified)	-1
CCCN(CCC)CCCNC(=O)C(NS(=O)(=O)c1ccc2c(c1)CCC(=O)N2)c1ccccc1 (stereo unspecified)	0

Later entries
SMILES	TbREL1 primary
Cc1nc2ccccc2c2c1C(=O)N(C1CCCCCCC1)C2=O	0
Cc1cc(C)n2nc(SCC(=O)Nc3ccc(F)cc3)nc2n1	0
Cn1c(=O)n(C)c2cc(CNc3ccc(N4CCOCC4)c(C(=O)O)c3)ccc21	2
CCCCNc1c(-c2ccc(SC(C)CC)cc2)nc2ccc(Cl)cn12 (stereo unspecified)	7
O=C(Nc1nc2cc3c(cc2s1)OCCO3)c1ccc(N2C(=O)CCC2=O)cc1	2
CCCCOC(=O)CSc1n[nH]c(=O)[nH]c1=O	0
O=C(O)Cc1ccc(NC(=O)Nc2ccc3c(c2)OCO3)cc1	0
N#Cc1ccc(/C=C(\C(=O)C(=O)O)c2ccc3ccccc3n2)cc1	-1
CCOc1ccc(C2C(C#N)=C(N)N(c3sc4c(c3C#N)CCCC4)C3=C2C(=O)CCC3)cc1 (stereo unspecified)	-3
NC(=O)C1=C[C@H](c2csc3ccccc23)C[C@H](OCCCCO)O1	-2
CN(CC(=O)Nc1ccc(Cl)cc1)C(=O)c1cccc(S(=O)(=O)NCc2ccccc2)c1	-2
COc1ccc(CCNC(=O)C2CCCN(S(=O)(=O)c3ccc(F)cc3)C2)cc1 (stereo unspecified)	-2
Cc1ccc(C)c(N(CC(=O)Nc2cc(Cl)ccc2Oc2ccccc2)S(C)(=O)=O)c1	2
CC1=C(C(=O)OCc2ccccc2)C(c2ccccc2OS(=O)(=O)c2ccc([N+](=O)[O-])cc2)NC(=O)N1CCCC(=O)O (stereo unspecified)	2
CC(=O)N1CCc2cc(N=NC3=C(O)CC(C)(C)CC3=O)ccc21	0
Cc1cc(C)nc(CCNC(=O)CC2C(=O)NCCN2Cc2ccccc2)n1 (stereo unspecified)	5
COCCN1Cc2c(sc(C)c2C)N(C(=O)c2ccccc2)C1	-3
Cc1cccc(OCC(=O)Nc2ccc(S(=O)(=O)N3CCN(C)CC3)cc2)c1	-1
Cc1ccc(S(=O)(=O)CCc2ccncc2)cc1	4
COc1ccccc1NC(=O)C1=C(C)NC(=O)NC1c1ccccc1F (stereo unspecified)	6
O=C(Nc1nc(-c2nc3ccccc3s2)cs1)c1ccco1	6
COc1ccc(OC)c(S(=O)(=O)N(C)CC(=O)O)c1	2
CCCCCCCC(=O)N[C@H]1CC[C@@]23CCCN2C(=O)CCC[C@H]3[C@H]1C	4
C=CCNc1nc(-c2sc(NC(C)=O)nc2C)cs1	2
